Compound activity as filed in PubChem.
Bim-Mcl-1 = inhibitors of Bim peptide binding to Mcl-1, primary screen, biochemical, bead-based flow cytometry, multiplex; inhibition, % at 10 µM; Bim peptide-Mcl-1 binding; 190,000 compounds, 0.1% hits; Induced myeloid leukemia cell differentiation protein Mcl-1 (Homo sapiens), Q07820;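 further: 0% = no compound tracer wells and 100% = peptide blocker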
RGS8-Gao = RGS8-Galphao binding modulators, primary screen, biochemical, multiplexed bead flow cytometry; Guanine nucleotide-binding protein G(o) subunit alpha (Homo sapiens), P09471; actives lie on both sides; response (percent of control binding), % at 10 µM; 220,000 compounds, 0.34% hits; in the data active means response below about 60% or above about 140%; inactive means in between;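 further: Galphao activated as the GDP aluminium fluoride complex binding bead-coupled RGS8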
Mcl1 Bid PPI = Mcl-1/Bid binding inhibitors, primary screen, biochemical, TR-FRET, 1536-well; Induced myeloid leukemia cell differentiation protein Mcl-1 (Homo sapiens), Q07820; TR-FRET Mcl-1/Bid-Dy647 peptide binding; inhibition, % at 21.7 µM; 220,000 compounds, 0.97% hits; AID 1021, 2008;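 active means compounds that cut the binding signal by more than half at the single screening dose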;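 further: His-tagged Mcl-1 with europium anti-His antibody binding Bid BH3 peptide; 0% = Mcl-1 plus peptide wells and 100% = peptide-only wells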
GSH fluor = compound fluorescence on glutathione beads, profiling panel, artefact control, biophysical, 488/530 nm, flow cytometry. GSH beads flow cytometry, compound fluorescence 488/530 nm; stronger effect = higher value. AID 1776, 2009. 190,000 compounds, 0.25% hits. fluorescence (KMESF) at 10 µM; in the data active means fluorescence above about 89;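 further: glutathione beads carrying GST-tagged Bcl family fusion proteins plus one bare bead set; values are compound well signal with DMSO vehicle wells as background; inactives centre near 16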
Bcl-XL Bim block = inhibitors of Bim-Bcl-XL binding, primary screen, biochemical, multiplexed, bead flow cytometry, human Bcl-XL. Bim peptide-Bcl-XL binding, fluorescence. 190,000 compounds, 0.04% hits. AID 1007, 2008. inhibition, % at 10 µM
Target sequence (Q07817 whole entry, looked up): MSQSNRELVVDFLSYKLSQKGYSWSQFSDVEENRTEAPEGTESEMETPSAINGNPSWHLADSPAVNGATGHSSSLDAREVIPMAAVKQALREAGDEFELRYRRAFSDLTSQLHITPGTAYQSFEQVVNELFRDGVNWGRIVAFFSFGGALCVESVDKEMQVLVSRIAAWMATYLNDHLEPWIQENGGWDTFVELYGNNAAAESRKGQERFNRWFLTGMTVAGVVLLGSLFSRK
RGS7-Gao = RGS7-Galphao binding modulators, primary screen, biochemical, multiplexed bead flow cytometry | 220,000 compounds, 0.35% hits | Guanine nucleotide-binding protein G(o) subunit alpha (Homo sapiens), P09471 | binding response (% of control), % at 10 µM | actives lie on both sides | AID 1439, 2008; in the data active means binding response below about 49% or above about 150%; inconclusive means no clear call, values can overlap the other calls; inactive means in between;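 further: fluorescent Galphao held in activated GDP-AlF4 state binding bead-coupled RGS7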
Bcl-B Bim block = inhibitors of Bim-Bcl-B binding, primary screen, biochemical, multiplexed, human Bcl-2 family; Bcl-2-like protein 10 (Homo sapiens), Q9HD36; bead-based flow cytometry, Bim peptide-Bcl-B binding; inhibition, % at 10 µM; 190,000 compounds, 0.073% hits;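 further: 0% = tracer peptide without compound and 100% = reference inhibitor peptide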
Target sequence (Q9HD36 whole entry, looked up): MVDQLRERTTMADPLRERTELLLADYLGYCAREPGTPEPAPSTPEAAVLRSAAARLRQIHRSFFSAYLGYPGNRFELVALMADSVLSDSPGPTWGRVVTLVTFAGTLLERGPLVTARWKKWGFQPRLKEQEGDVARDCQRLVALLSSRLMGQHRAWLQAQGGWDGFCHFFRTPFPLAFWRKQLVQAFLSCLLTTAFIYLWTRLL
Bcl-W Bim block = inhibitors of Bim binding to Bcl-W, primary screen, biochemical, multiplexed, bead-based flow cytometry | Bim peptide-Bcl-W binding | inhibition, % at 10 µM | 190,000 compounds, 0.02% hits | AID 952, 2007;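 further: 0% = bound tracer without compound and 100% = peptide blocker; higher means less fluorescent Bim peptide bound to Bcl-W beads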
Target sequence (Q92843 whole entry, looked up): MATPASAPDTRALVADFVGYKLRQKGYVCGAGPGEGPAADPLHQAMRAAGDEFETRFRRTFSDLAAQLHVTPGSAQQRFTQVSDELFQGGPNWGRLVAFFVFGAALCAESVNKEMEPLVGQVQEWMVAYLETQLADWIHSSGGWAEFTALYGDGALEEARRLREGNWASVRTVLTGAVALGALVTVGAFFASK
Bim-Bcl-2 = inhibitors of Bim-Bcl-2 binding, primary screen, biochemical, multiplexed, human Bcl-2 family; Bead-based flow cytometry, Bim peptide-Bcl-2 binding; inhibition, % at 10 µM; 190,000 compounds, 0.06% hits; in the data active means inhibition above about 40%; inconclusive means no clear call, values can overlap the other calls;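 further: 0% = no compound wells with probe peptide and 100% = reference peptide inhibitor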
Target sequence (P10415 whole entry, looked up): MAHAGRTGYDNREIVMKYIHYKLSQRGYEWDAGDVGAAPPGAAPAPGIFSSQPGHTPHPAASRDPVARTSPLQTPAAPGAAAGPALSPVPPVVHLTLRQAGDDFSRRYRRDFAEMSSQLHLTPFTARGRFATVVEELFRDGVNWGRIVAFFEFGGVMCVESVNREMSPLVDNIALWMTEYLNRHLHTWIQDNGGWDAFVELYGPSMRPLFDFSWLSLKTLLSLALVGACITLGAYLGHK
RGS4-Gao reg = modulators of RGS4 binding to Galphao, primary screen, biochemical, multiplexed bead flow cytometry; Guanine nucleotide-binding protein G(o) subunit alpha (Homo sapiens), P09471; actives lie on both sides; binding response (% of control), % at 10 µM; 220,000 compounds, 0.33% hits; AID 1415, 2008; in the data active means binding response below about 49% or above about 150%; inactive means in between;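 further: fluorescent Galphao activated with aluminum fluoride binding bead-coupled RGS4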
Bfl-1 Bim block = inhibitors of Bim binding to Bfl-1, primary screen, biochemical, multiplexed, bead-based flow cytometry; Bcl-2-related protein A1 (Homo sapiens), Q16548; Bim-Bfl-1 binding inhibition; inhibition, % at 10 µM; 190,000 compounds, 0.12% hits; AID 1008, 2008;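 further: 0% = wells without compound plus tracer and 100% = blocker peptide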
Numbers without * were called inactive; ? = inconclusive. Unless noted, no stated cut-off is given here; in the data, active means inhibition above about 40%.

SMILES | Bim-Mcl-1 | RGS8-Gao | Mcl1 Bid PPI | GSH fluor | Bcl-XL Bim block | RGS7-Gao | Bcl-B Bim block | Bcl-W Bim block | Bim-Bcl-2 | RGS4-Gao reg | Bfl-1 Bim block
Cc1c(Cl)cccc1NC(=O)NCc1ccc(F)cc1 | 0.0 | 101.8 | -14.6 | 20 | -1.0 | 102.6 | -4.0 | -4.0 | -3.0 | 105.0 | -5.0
CN(C(=O)CSc1nc2ccccc2s1)c1c(N)n(Cc2ccccc2)c(=O)[nH]c1=O | 0.0 | 101.4 | -19.9 | 7 | -2.0 | 96.7 | -3.0 | -1.0 | -2.0 | 100.8 | -5.0
COc1cc(/C=C2/N=C(c3ccccc3F)OC2=O)cc(Cl)c1OS(C)(=O)=O | 0.0 | 69.1 | -13.3 | 13 | -5.0 | 87.3 | -6.0 | 0.0 | -9.0 | 83.5 | -4.0
CCOC(=O)c1sc2nc(C)nc(Nc3ccccc3)c2c1C | 0.0 | 102.2 | -3.4 | 13 | 0.0 | 96.1 | -3.0 | -1.0 | -2.0 | 100.3 | -4.0
CN(c1ccccc1)S(=O)(=O)c1ccc(C(=O)NCC2CCCO2)cc1 (stereo not drawn) | -9.0 | 103.9 | 2.9 | 24 | -6.0 | 105.6 | -9.0 | -5.0 | -6.0 | 103.9 | -7.0
COc1ccc(N2CCC(CNC(=O)Nc3ccccc3)C2)cc1 (stereo not drawn) | -5.0 | 97.2 | -43.9 | 16 | -2.0 | 100.4 | -10.0 | 1.0 | 1.0 | 100.5 | 5.0
O=C(Nc1nnc(-c2ccccn2)o1)c1ccc(Br)cc1 | -2.0 | 105.7 | -33.5 | 11 | -7.0 | 109.6 | -5.0 | -4.0 | -4.0 | 105.9 | -2.0
O=C(NC1CCCCCC1)c1cc(S(=O)(=O)N2CCC3(CC2)OCCO3)ccc1F | -8.0 | 100.8 | 8.4 | 21 | -14.0 | 100.0 | -11.0 | -6.0 | -19.0 | 97.9 | -21.0
CC(C)(C)OC(=O)N1CCOCCOCCN(C(=O)OC(C)(C)C)CCOCCOCC1 | 4.0 | 99.0 | -26.5 | 57 | -1.0 | 96.2 | -3.0 | 8.0 | -1.0 | 97.9 | -8.0
Oc1c(Cl)cc(Cl)cc1CNc1ccc(Br)cn1 | 0.0 | 103.2 | -34.1 | 7 | -2.0 | 99.3 | -1.0 | 2.0 | -2.0 | 106.4 | -10.0
CCn1c(SCc2cccnc2)nnc1-c1c[nH]c2ccccc12 | 0.0 | 105.6 | -8.0 | 19 | -6.0 | 102.2 | -6.0 | 0.0 | -4.0 | 102.8 | -11.0
CC(C)(C)c1cnnn1-c1ccc([N+](=O)[O-])cc1 | 0.0 | 99.5 | -16.5 | 10 | 0.0 | ? | -3.0 | 0.0 | -3.0 | 98.6 | -5.0
O=C(COC(=O)c1ccccn1)NC1CCCCC1 | 66.0* | 101.5 | 2.3 | 11 | 0.0 | 96.6 | -5.0 | -2.0 | 8.0 | 98.7 | 7.0
Cc1nn2cc(-c3ccc(Cl)cc3)cnc2c1Br | 0.0 | 99.0 | 10.9 | 14 | -6.0 | 98.9 | -1.0 | -2.0 | 2.0 | 94.6 | 0.0
COc1ccc(-c2noc(-c3ccccc3C(=O)N3CCOCC3)n2)cc1 | -1.0 | 98.8 | -3.0 | 45 | 0.0 | 98.5 | 0.0 | 0.0 | -8.0 | 102.4 | -8.0
CN(C/C=C/c1ccccc1)C1CCCCC1 | -1.0 | 100.5 | -41.1 | 19 | -3.0 | ? | -5.0 | -3.0 | -4.0 | 101.5 | -4.0
COc1ccccc1CN1CCNC(=O)C1CC(=O)NC1Cc2ccccc2C1 (stereo not drawn) | -2.0 | 101.8 | -20.8 | 9 | -4.0 | 107.3 | -7.0 | -5.0 | -1.0 | 99.6 | -9.0
O=C1CSC(c2cn(-c3ccccc3)nc2-c2cc3ccccc3o2)N1Cc1ccccc1 (stereo not drawn) | -6.0 | 98.6 | -6.6 | 38 | -6.0 | 97.5 | -8.0 | -3.0 | -12.0 | 102.7 | -10.0
Cc1ccccc1NC1=NS(=O)(=O)c2ccccc21 | 0.0 | 102.7 | -11.8 | 11 | -2.0 | 100.7 | -7.0 | 1.0 | -8.0 | 100.8 | -7.0
COc1cc2c(C(=O)NCc3ccc4c(c3)OCO4)cn(CC(C)C)c(=O)c2cc1OC | -5.0 | 103.6 | -24.2 | 30 | -9.0 | 103.0 | -11.0 | -4.0 | -8.0 | 102.0 | -22.0
O=C1NC(c2ccc(Cl)c([N+](=O)[O-])c2)Nc2ccccc21 (stereo not drawn) | 0.0 | 100.6 | -40.3 | 18 | -1.0 | ? | -5.0 | -1.0 | 0.0 | 101.2 | -4.0
CCN1CCN(S(=O)(=O)CC2(C)C3CCC2(C)C(=O)C3Br)CC1 (stereo not drawn) | 0.0 | 98.9 | -17.8 | 18 | -1.0 | ? | -6.0 | -1.0 | -6.0 | 96.2 | -9.0
O=C(O)CC1CCCC(c2ccccc2)C1=O (stereo not drawn) | -2.0 | 100.3 | -5.3 | 66 | -3.0 | 99.4 | -5.0 | -5.0 | -3.0 | 101.9 | 1.0
CCCCOc1ccc(C2NC(=O)NC(C)=C2C(C)=O)cc1OCC (stereo not drawn) | 0.0 | 100.4 | -30.4 | 14 | 0.0 | 86.8 | 2.0 | 0.0 | 1.0 | 99.3 | -3.0
CCOCCCNC(=O)C(NC(=O)Cc1cccs1)c1ccccc1 (stereo not drawn) | -3.0 | 104.9 | -10.1 | 16 | -2.0 | ? | -5.0 | 0.0 | -2.0 | 100.2 | -1.0

Laid out differently: results already given.
Bim-Mcl-1 | RGS8-Gao | Mcl1 Bid PPI | GSH fluor | Bcl-XL Bim block | RGS7-Gao | Bcl-B Bim block | Bcl-W Bim block | Bim-Bcl-2 | RGS4-Gao reg | Bfl-1 Bim block | Compound
4.0 | 99.0 | -26.5 | 57 | -1.0 | 96.2 | -3.0 | 8.0 | -1.0 | 97.9 | -8.0 | CC(C)(C)OC(=O)N1CCOCCOCCN(C(=O)OC(C)(C)C)CCOCCOCC1
0.0 | 103.2 | -34.1 | 7 | -2.0 | 99.3 | -1.0 | 2.0 | -2.0 | 106.4 | -10.0 | Oc1c(Cl)cc(Cl)cc1CNc1ccc(Br)cn1

Next records
SMILES | Bim-Mcl-1 | RGS8-Gao | Mcl1 Bid PPI | GSH fluor | Bcl-XL Bim block | RGS7-Gao | Bcl-B Bim block | Bcl-W Bim block | Bim-Bcl-2 | RGS4-Gao reg | Bfl-1 Bim block
CC1CCCCC1NC(=O)CSc1nncs1 (stereo not drawn) | 0.0 | 105.5 | -3.9 | 8 | -5.0 | 105.3 | -9.0 | 0.0 | -13.0 | 107.1 | -15.0
COC(=O)C1=C(C)NC(=O)CC1c1ccccc1 (stereo not drawn) | -2.0 | 101.4 | -1.0 | 28 | 0.0 | 100.8 | -2.0 | 2.0 | 0.0 | 100.1 | -1.0
Cc1ncoc1C(=O)N1CCCC(C(=O)c2ccc3c4c(cccc24)CC3)C1 (stereo not drawn) | 0.0 | 99.0 | -52.2 | 15 | -5.0 | 97.1 | -3.0 | -3.0 | -6.0 | 97.4 | -5.0
Cc1ccc(C)c(OCc2nnc(N)s2)c1 | -9.0 | 100.6 | 16.9 | 14 | -4.0 | 101.2 | -15.0 | 0.0 | -6.0 | 100.2 | 3.0
COc1cccc(C(=O)NC2CCN(C(=O)N3c4ccccc4Sc4ccccc43)CC2)c1 | -2.0 | 104.3 | 11.3 | 28 | -7.0 | 102.4 | -12.0 | 0.0 | -10.0 | 101.5 | -15.0
O=c1c2ccccc2cnn1Cc1n[nH]c(=S)n1-c1ccc(Cl)cc1 | -7.0 | 98.2 | -10.6 | 13 | -6.0 | 101.7 | -28.0 | -5.0 | -7.0 | 95.5 | -13.0
Nc1nc(SCC(=O)NC2CCCC2)[nH]c(=O)c1-c1ccccc1 | 1.0 | 100.4 | -1.4 | 27 | -17.0 | 99.6 | -4.0 | -1.0 | -6.0 | 96.9 | -10.0
COCCn1c(=O)[nH]c2cc(C(=O)NCCCN3CCN(c4ccc(F)cc4)CC3)ccc2c1=O | -8.0 | 110.0 | -18.4 | 27 | -7.0 | 109.9 | -1.0 | -4.0 | 0.0 | 109.0 | -4.0
O=C(OCc1nc2ccccc2s1)c1ccc(Br)s1 | -4.0 | 101.9 | -15.0 | 16 | -3.0 | 101.2 | -2.0 | -2.0 | -7.0 | 99.3 | -5.0
CC(C)(C)c1cc(CNC2CS(=O)(=O)C[C@@H]2O)cc(C(C)(C)C)c1O (stereo partly drawn) | 25.0 | 101.0 | 44.2 | 33 | -4.0 | 101.4 | -5.0 | 6.0 | -8.0 | 101.8 | -13.0
CCNc1nc(NC(C)C)nc(ON=C(C)C)n1 | -2.0 | 98.8 | -14.2 | 17 | -5.0 | 99.7 | -7.0 | -5.0 | -7.0 | 97.0 | -11.0
C(=N\n1cnnc1)/c1ccc2c(c1)OCCO2 | -4.0 | 99.8 | -8.5 | 11 | -6.0 | 100.1 | -7.0 | -5.0 | -7.0 | 101.4 | -14.0
CC(C)(C)NC(=O)Cn1c(SCC(=O)NCc2cccs2)nc2ccccc21 | -1.0 | 100.0 | -38.8 | 49 | -4.0 | 96.5 | -8.0 | -3.0 | -11.0 | 99.5 | -13.0
Cc1cc(C(=O)Cn2ncc(Cl)c(Cl)c2=O)c(C)n1CC(F)(F)F | -3.0 | 101.8 | 1.6 | 18 | -9.0 | 92.9 | -1.0 | -6.0 | -8.0 | 94.3 | -4.0
O=C(CN(c1ccccc1)S(=O)(=O)c1ccc(F)cc1)NC1CCS(=O)(=O)C1 (stereo not drawn) | -1.0 | 100.5 | -1.5 | 10 | -4.0 | 103.5 | -4.0 | -4.0 | -1.0 | 97.5 | -6.0
COc1ccc(Cc2noc(-c3ccc(OC)c(OC)c3)n2)cc1OC | -3.0 | 104.2 | -3.8 | 34 | -2.0 | 98.0 | -10.0 | -2.0 | -8.0 | 105.1 | -15.0
CCCC(=O)Nc1ccc(C(=O)N/N=C/c2ccc[nH]2)cc1 | -1.0 | 101.0 | -26.9 | 8 | -5.0 | 100.1 | -6.0 | -5.0 | -2.0 | 98.8 | -10.0
CC1CCCC(C)N1C(=O)CSCc1ccc(Cl)cc1 (stereo not drawn) | -6.0 | 100.5 | 8.7 | 10 | -4.0 | 98.2 | -2.0 | -2.0 | -1.0 | 103.7 | -2.0
CN1CCC(C2(O)c3ccccc3CSc3sccc32)CC1 (stereo not drawn) | 0.0 | 105.3 | -13.6 | 16 | -8.0 | 114.0 | -9.0 | -3.0 | 2.0 | 109.7 | -2.0
Cc1occc1C(=O)Nc1cc(C(C)(C)C)on1 | -1.0 | 102.2 | -9.3 | 59 | 4.0 | 101.1 | -6.0 | 0.0 | -5.0 | 101.4 | -3.0
